High-throughput results (PubChem)
RAD52 anneal inh = blocks human RAD52 DNA annealing; recombinant RAD52 DNA annealing, FRET fluorescence; inhibition, % at 18.7 µM; AID 651710; 360,000 compounds, 0.46% hits; P43351;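 active = every replicate showing at least 50% inhibition; inconclusive = mean inhibition at least 50% but not in every replicate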
RAD54 branch = RAD54 (human) branch migration inhibition | RAD54 Holliday junction branch migration, FAM/BHQ fluorescence | Q92698 | 360,000 compounds, 0.14% hits | inhibition, % at 10.4 µM | AID 602329;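 active = mean normalized replicate activity at least 40 and at least half of replicates scoring 40 or more; inconclusive = only one of the two criteria met; inactive = mean below 40 and under half of replicates reaching 40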;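 also: 0% = median of neutral control wells and 100% = median of positive control wells; inhibitors cause a drop in the FAM fluorescence signal; in these data hits start at about 50%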
Target sequence (Q92698 whole entry, looked up): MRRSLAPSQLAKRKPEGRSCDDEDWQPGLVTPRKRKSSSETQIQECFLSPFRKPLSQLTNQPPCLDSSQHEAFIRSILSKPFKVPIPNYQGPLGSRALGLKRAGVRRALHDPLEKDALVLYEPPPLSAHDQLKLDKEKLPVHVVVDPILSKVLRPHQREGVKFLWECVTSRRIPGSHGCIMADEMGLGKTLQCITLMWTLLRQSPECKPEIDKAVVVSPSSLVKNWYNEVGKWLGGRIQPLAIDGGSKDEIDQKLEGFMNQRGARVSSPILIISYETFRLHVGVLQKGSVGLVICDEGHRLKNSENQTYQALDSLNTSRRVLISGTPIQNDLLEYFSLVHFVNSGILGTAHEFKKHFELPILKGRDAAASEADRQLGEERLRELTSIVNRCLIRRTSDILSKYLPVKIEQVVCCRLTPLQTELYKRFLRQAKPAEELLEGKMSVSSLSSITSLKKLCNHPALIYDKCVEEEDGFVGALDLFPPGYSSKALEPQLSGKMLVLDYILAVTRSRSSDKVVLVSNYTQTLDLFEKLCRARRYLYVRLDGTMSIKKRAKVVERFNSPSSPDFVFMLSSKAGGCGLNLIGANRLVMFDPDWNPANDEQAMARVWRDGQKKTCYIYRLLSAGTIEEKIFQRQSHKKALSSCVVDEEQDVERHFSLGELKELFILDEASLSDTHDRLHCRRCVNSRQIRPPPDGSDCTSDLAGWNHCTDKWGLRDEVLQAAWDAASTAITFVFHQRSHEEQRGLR
esBAF inh = blocks esBAF chromatin remodeling in mouse ES cells | Bmi1-luciferase knock-in reporter, 24 h; 100% = twice the neutral-well signal | reporter increase, % at 12.5 µM | 350,000 compounds, 2% hits | AID 602393; in the data active = activation above about 40%; inconclusive = no clear call, values can overlap the other calls;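 also: 0% = median of the plate's neutral control wells and 100% = double that signal; a rise in the Bmi1 reporter signal indicates esBAF inhibition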
XiGFP reactiv = reactivates the inactive X chromosome in mouse fibroblasts; XiGFP mouse fibroblasts, % GFP-positive cells imaging, 3 d; cells co-treated with 5-aza-dC sensitizer; scaled so ellipticine positive control = 100%; AID 743238; 360,000 compounds, 0.055% hits; activation, % at 7.58 µM;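 active = mean normalized replicate activation at least 10% and every replicate at or above 10%; inconclusive = only one of the two criteria met; inactive = mean below 10% and not all replicates reach 10%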;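 also: 0% = median of on-plate neutral control wells and 100% = ellipticine 6 µM median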
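System: SV40-immortalized XiGFP fibroblast cells, line 68-5-11 / Incubation: 3-day compound exposure, then 15 min fixation at room temperature / Compound: single concentration per compound, delivered by pin transfer / Buffer or medium: DMEM plus 5-aza-dC sensitizer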
S100A4 inh HTS = blocks human S100A4 binding to myosin IIA peptide | P26447 | S100A4/TAMRA-MyoIIA peptide fluorescence polarization | 360,000 compounds, 0.14% hits | inhibition, % at 10.7 µM | AID 652163;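 active = mean inhibition of at least 70% across replicates, with every replicate also reaching that level; inconclusive = mean inhibition reaches 70% but some replicates fall short; inactive = mean inhibition below 70%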
Target sequence (P26447 whole entry, looked up): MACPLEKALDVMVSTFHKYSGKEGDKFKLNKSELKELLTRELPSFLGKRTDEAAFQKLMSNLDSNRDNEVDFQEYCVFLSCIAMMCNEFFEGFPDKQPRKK
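Material: S100A4 monomer (human). Medium: Calcium-containing HEPES buffer, pH 7.2. Probe or stimulus: labelled myosin peptide probe, 5 nM. Compound dosing: one concentration per compound. Timing: polarization read 5 min after assay mix addition, stable 5–60 min. Benchmarks: DMSO as neutral control, TFP as positive control.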
ERAP1 HTS inh = blocks human ERAP1 aminopeptidase activity | 340,000 compounds, 0.15% hits | recombinant ERAP1, Leu-AMC fluorescence, 60 min | Q9NZ08 | AID 652197 | inhibition, % at 10.7 µM;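 active = mean replicate inhibition of at least 30%, or all replicates individually reaching that 30% level; inactive = mean below 30% and not every replicate reaching it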;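 also: 0% = neutral control wells and 100% = L-leucinethiol positive control wells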
ERp5 inh = ERp5 (human) disulfide isomerase inhibition; inhibition, % at 9.99 µM; Q15084; 350,000 compounds, 0.05% hits; ERp5 insulin aggregation, absorbance 650 nm, 90 min; AID 651711;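 active = mean replicate inhibition above about 25%, with every replicate also reaching it, limit read from the data, passing the limit was not always enough; inconclusive = only one of those two criteria met; inactive = neither criterion met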
E-selectin induc = E-selectin induction on HUVECs; P16581; HUVEC E-selectin immunofluorescence imaging; normalized: neutral wells 0, TNF-alpha wells 100; activation, % at 7.58 µM; 260,000 compounds, 0.37% hits;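 active = mean E-selectin-positive cell signal at least 10% of the positive control, reached in at least 60% of replicates, without over 20% cell loss; inconclusive = no rule given, readout overlaps actives, possibly toxicity-flagged; inactive = the rest, including those meeting only one limit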;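 also: in these data hits start at about 27%; measured in HUVEC primary endothelial cells; signal is the percent of cells scored E-selectin positive by PE staining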
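material = human umbilical vein endothelial cells (HUVEC), E-selectin induction | quantity = 3,000 cells/well | medium = EGM-2 growth medium on 0.1% gelatin-coated wells | technique = immunofluorescence imaging | read-out basis = % PE-positive cells | control set = TNF-alpha positive control, DMSO neutral control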
The depositor's hits bear a star. Random draw from the library; about 2.5% have a hit in one of these screens.

Results for O=C1Nc2c(Cl)cccc2C1=O ?
RAD52 anneal inh: -8; RAD54 branch: -1; esBAF inh: 0; XiGFP reactiv: 0.3; S100A4 inh HTS: -5; ERAP1 HTS inh: -4; ERp5 inh: -2; E-selectin induc: 1.0

How did CN(C(=O)c1ccc(OC2CCN(CCc3ccccc3)CC2)cc1)C1CCOC1 (stereo unspecified) do in these assays?
RAD52 anneal inh: -20; RAD54 branch: -4; esBAF inh: -3; XiGFP reactiv: 0.0; S100A4 inh HTS: -8; ERAP1 HTS inh: -6; ERp5 inh: 9

What do the screens show for `O=C(c1cccc(F)c1)N1CC(=O)N2[C@@H](CO)[C@H](c3ccc(-c4ccccc4F)cc3)[C@@H]2C1`?
RAD52 anneal inh: 20; XiGFP reactiv: 0.0; S100A4 inh HTS: -4; ERAP1 HTS inh: 1; ERp5 inh: -2; E-selectin induc: 0.2

How did OC1COC(OCc2ccccc2)C(O)C1O (stereo unspecified) do in these assays?
RAD52 anneal inh: -23; RAD54 branch: -7; esBAF inh: 3; XiGFP reactiv: -0.1; S100A4 inh HTS: 5; ERAP1 HTS inh: 1; ERp5 inh: 1

Results for CC(C)[C@H](NC(=O)OC(C)(C)C)c1cc(C(=O)NCCO)c(N)s1 ?
RAD52 anneal inh: -44; XiGFP reactiv: 0.0; S100A4 inh HTS: -39; ERp5 inh: 0; E-selectin induc: 2.9

How did CN(Cc1ccccc1)C(=O)c1[nH]cnc1C(=O)NCc1ccc(CNC(=O)OC(C)(C)C)cc1 do in these assays?
RAD52 anneal inh: -11; RAD54 branch: 2; esBAF inh: -2; XiGFP reactiv: 0.0; S100A4 inh HTS: 43; ERAP1 HTS inh: 0; ERp5 inh: 6; E-selectin induc: -0.8

How did O=C(C1CC1)N1CC[C@@H]2[C@H](CO)Nc3ccc(-c4ccc(F)cc4)cc3[C@@H]21 do in these assays?
RAD52 anneal inh: -84; RAD54 branch: -7; esBAF inh: -2; XiGFP reactiv: 0.2; S100A4 inh HTS: -16; ERAP1 HTS inh: -2; ERp5 inh: -1; E-selectin induc: -0.5

How did CCOC(=O)c1c(C)[nH]c(C(=O)OCc2ccc([N+](=O)[O-])cc2)c1C do in these assays?
RAD52 anneal inh: -12; RAD54 branch: 1; esBAF inh: -10; XiGFP reactiv: 0.1; S100A4 inh HTS: -2; ERAP1 HTS inh: 1; ERp5 inh: 2; E-selectin induc: -0.4

Results for CC(C)CC(=O)Nc1ccnn1C1CCN(C(=O)c2ccc(Cl)cc2F)CC1 ?
RAD52 anneal inh: -11; RAD54 branch: -2; esBAF inh: 6; XiGFP reactiv: 0.1; S100A4 inh HTS: -2; ERAP1 HTS inh: 2; ERp5 inh: 1

Results for CCCNC(=O)c1ccc2c(c1)ncn2-c1cc(C)cc(C)c1 ?
RAD52 anneal inh: -16; XiGFP reactiv: 0.2; S100A4 inh HTS: 12; ERAP1 HTS inh: 4; ERp5 inh: 3; E-selectin induc: 0.4

How did CC1CCCC(C)N1C(=O)COC(=O)CNC(=O)c1ccccc1 (stereo unspecified) do in these assays?
RAD52 anneal inh: 0; RAD54 branch: -3; esBAF inh: -9; XiGFP reactiv: 0.0; S100A4 inh HTS: 2; ERAP1 HTS inh: 0; ERp5 inh: -8

Results for CC(=O)Nc1ccccc1NC(=O)C/C(C)=N/NC(=O)C1CCCCC1 ?
RAD52 anneal inh: -7; RAD54 branch: -8; esBAF inh: -2; XiGFP reactiv: 0.0; S100A4 inh HTS: -25; ERAP1 HTS inh: -6; ERp5 inh: 10; E-selectin induc: 0.8

How did CN(C(=O)CC1C(=O)NCCN1Cc1ccoc1)C1CCOCC1 (stereo unspecified) do in these assays?
RAD52 anneal inh: -4; XiGFP reactiv: 0.0; S100A4 inh HTS: 0; ERAP1 HTS inh: 0; ERp5 inh: inconclusive; E-selectin induc: -0.2

Results for Cc1ccccc1S(=O)(=O)N1CC[C@@H]2[C@H](CO)N(C)c3ccc(Br)cc3[C@@H]21 ?
RAD54 branch: -10; esBAF inh: 0; XiGFP reactiv: 0.0; E-selectin induc: -0.8

How did Cc1ccc(S(=O)(=O)Nc2ccc3c(c2)C(=O)N([C@H](C)CO)C[C@H](C)[C@@H](CN(C)S(=O)(=O)c2ccc(C)cc2)O3)cc1 do in these assays?
RAD52 anneal inh: 14; RAD54 branch: 3; esBAF inh: 3; XiGFP reactiv: 0.4; S100A4 inh HTS: 2; ERAP1 HTS inh: 2; ERp5 inh: 0; E-selectin induc: 0.4

What do the screens show for `CN(Cc1cccs1)C(=O)CN1C(=O)c2ccccc2S1(=O)=O`?
RAD52 anneal inh: -2; RAD54 branch: 15; esBAF inh: 2; XiGFP reactiv: 0.0; S100A4 inh HTS: -3; ERAP1 HTS inh: -3; ERp5 inh: 3; E-selectin induc: -1.0

How did C[C@@H]1CN([C@@H](C)CO)C(=O)c2cc(C3=CCCCC3)cnc2O[C@@H]1CN(C)Cc1ccccc1 do in these assays?
RAD52 anneal inh: -3; RAD54 branch: 0; esBAF inh: 2; XiGFP reactiv: 0.7; S100A4 inh HTS: 3; ERAP1 HTS inh: 0; ERp5 inh: 6; E-selectin induc: -0.8

How did Cc1nn(CC(=O)N2CCN(C)CC2)c(=O)c2ccccc12 do in these assays?
RAD52 anneal inh: -2; RAD54 branch: -4; esBAF inh: -1; XiGFP reactiv: 0.4; S100A4 inh HTS: 2; ERAP1 HTS inh: -6; ERp5 inh: 0; E-selectin induc: 2.1

How did O=C(NC1CCCC1)[C@@H]1[C@@H](CO)[C@@H]2Cn3c(ccc(C4=CCCCC4)c3=O)[C@H]1N2CC1CC1 do in these assays?
RAD52 anneal inh: 1; RAD54 branch: -3; esBAF inh: 2; XiGFP reactiv: 0.1; S100A4 inh HTS: 6; ERAP1 HTS inh: 0; ERp5 inh: 3; E-selectin induc: -0.2

Results for Cc1c(Cl)cccc1NC(=O)Nc1ccc(C(N)=O)cc1 ?
RAD52 anneal inh: -13; XiGFP reactiv: 0.0; S100A4 inh HTS: -2; ERAP1 HTS inh: 0; ERp5 inh: -4

Looked up by structure from the entries so far, 2 records:
Results for Cc1c(Cl)cccc1NC(=O)Nc1ccc(C(N)=O)cc1 ?
RAD52 anneal inh: -13; XiGFP reactiv: 0.0; S100A4 inh HTS: -2; ERAP1 HTS inh: 0; ERp5 inh: -4

Results for Cc1ccccc1S(=O)(=O)N1CC[C@@H]2[C@H](CO)N(C)c3ccc(Br)cc3[C@@H]21 ?
RAD54 branch: -10; esBAF inh: 0; XiGFP reactiv: 0.0; E-selectin induc: -0.8

Next section
How did CCC(=O)Oc1oc(-c2ccccc2)nc1C=Nc1ccc(C)cc1 do in these assays?
RAD52 anneal inh: -5; RAD54 branch: 0; esBAF inh: 0; XiGFP reactiv: 0.0; S100A4 inh HTS: 1; ERAP1 HTS inh: -1; ERp5 inh: 0; E-selectin induc: 4.2

What do the screens show for `Oc1ccc(Br)cc1CNc1nccs1`?
RAD52 anneal inh: -3; RAD54 branch: -2; esBAF inh: -2; XiGFP reactiv: 0.0; S100A4 inh HTS: -1; ERAP1 HTS inh: -1; ERp5 inh: 4

How did Cc1ccc(S(=O)(=O)N[C@@H]2C=C[C@@H](CC(=O)NCc3ccccc3F)O[C@H]2CO)cc1 do in these assays?
RAD52 anneal inh: -13; RAD54 branch: -4; esBAF inh: 1; XiGFP reactiv: -0.2; ERp5 inh: -4; E-selectin induc: -1.2

How did Cn1cc(Cl)c(C(=O)NC(=S)Nc2sc3c(c2C#N)CCCCC3)n1 do in these assays?
RAD52 anneal inh: -16; XiGFP reactiv: 0.0; S100A4 inh HTS: 3; ERAP1 HTS inh: 5; ERp5 inh: 1

What do the screens show for `COCC#Cc1cnc2c(c1)C(=O)N([C@H](C)CO)C[C@H](C)[C@H](CN(C)C(=O)C1CC1)O2`?
RAD52 anneal inh: 13; RAD54 branch: 4; XiGFP reactiv: -0.5; S100A4 inh HTS: -2; ERAP1 HTS inh: -1; ERp5 inh: 3; E-selectin induc: -0.2

What do the screens show for `COc1ccc(COC[C@]23NC(=S)N(C(=O)c4ccccc4)[C@H](c4ccccc4O2)[C@H]3CO[Si](C)(C)C(C)(C)C)cc1`?
RAD52 anneal inh: -1; S100A4 inh HTS: 2; ERAP1 HTS inh: 2; ERp5 inh: 0

How did C[C@@H]1CN([C@H](C)CO)S(=O)(=O)c2ccc(C#Cc3cccc(F)c3)cc2O[C@@H]1CN(C)S(=O)(=O)c1cn(C)cn1 do in these assays?
RAD52 anneal inh: 5; RAD54 branch: 4; esBAF inh: 1; XiGFP reactiv: 0.1; S100A4 inh HTS: 3; ERAP1 HTS inh: -2; ERp5 inh: -2; E-selectin induc: 0.0

Results for O=C(C[C@H]1CC[C@H](NC(=O)Cc2ccccn2)[C@@H](CO)O1)NCCCN1CCOCC1 ?
RAD52 anneal inh: 2; RAD54 branch: 1; esBAF inh: -1; XiGFP reactiv: -0.2; S100A4 inh HTS: -4; ERAP1 HTS inh: -5; ERp5 inh: 5; E-selectin induc: -0.3

Results for O=C(O)CCN1C(=O)c2ccc(NC(=O)c3ccco3)cc2C1=O ?
RAD52 anneal inh: -9; RAD54 branch: -3; esBAF inh: 8; XiGFP reactiv: 0.2; S100A4 inh HTS: -8; ERAP1 HTS inh: 2; ERp5 inh: 6; E-selectin induc: 2.4

How did COc1cc(CCCN2CCNC[C@H]2Cc2cccc3ccccc23)cc(OC)c1OC do in these assays?
RAD52 anneal inh: 0; RAD54 branch: -5; esBAF inh: -2; XiGFP reactiv: 0.1; S100A4 inh HTS: 7; ERp5 inh: 8; E-selectin induc: -0.3

What do the screens show for `C=CCNC(=O)CSc1cc([N+](=O)[O-])cc(S(=O)(=O)Cc2ccccc2)c1`?
RAD52 anneal inh: -7; RAD54 branch: 2; esBAF inh: 5; XiGFP reactiv: 0.1; S100A4 inh HTS: 2; ERAP1 HTS inh: 8; ERp5 inh: -1; E-selectin induc: -0.1

What do the screens show for `C/C(=N\NC1=NCCN1)c1ccc(N)c([N+](=O)[O-])c1`?
RAD52 anneal inh: 37; esBAF inh: -3; XiGFP reactiv: -0.1; S100A4 inh HTS: -3; ERAP1 HTS inh: -2; ERp5 inh: 1; E-selectin induc: 0.3

What do the screens show for `C[C@@H]1CN([C@H](C)CO)C(=O)c2cc(NC(=O)CCCN(C)C)ccc2O[C@@H](C)CCCCO[C@@H]1CN(C)S(=O)(=O)c1ccccc1`?
RAD52 anneal inh: 16; RAD54 branch: 10; esBAF inh: -1; XiGFP reactiv: 0.1; S100A4 inh HTS: 36; ERAP1 HTS inh: -2; ERp5 inh: 2; E-selectin induc: -0.2

What do the screens show for `O=C(NCCCN1CCOCC1)c1cc(Cl)ccc1OCc1ccccc1`?
RAD52 anneal inh: 0; RAD54 branch: -13; esBAF inh: -12; XiGFP reactiv: -0.1; S100A4 inh HTS: -3; ERAP1 HTS inh: -3; ERp5 inh: 7; E-selectin induc: 0.4
